Bioassay records: PubChem BioAssay, several laboratories
LAP4 TOR yeast = modulators of TOR pathway LAP4-GFP in S. cerevisiae | 0.34% of 320,000 active | S. cerevisiae LAP4-GFP multiplex, flow cytometry GFP, 3 h; median GFP as percent of DMSO wells | AID 2023 | GFP response vs DMSO, % at 10 µM;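 active means GFP response vs DMSO above a set limit, about the screen mean plus 3 SD, cut at about 150% in these data; inconclusive means under 70 cell events counted for the yeast strain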
GASC-1 inh = human JMJD2C demethylase inhibition. Q9H3R0. GST-JMJD2C(1-420) H3K9me3 demethylation, DELFIA europium. inhibition, % at 2.35 µM. 0.069% of 330,000 active;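 active means more than half of a compound's replicate wells show inhibition beyond 50%, single wells judged on their own value; inconclusive means some, but no more than half, of replicates pass 50% inhibition; inactive means no replicate passes 50% inhibition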;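 further: signal counts dimethyl H3K9 product captured on neutravidin plate; 0% = median of DMSO wells and 100% = 0.3 times that DMSO median; strong numbers were not always called active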
Target sequence (Q9H3R0 1-420 limits assumed): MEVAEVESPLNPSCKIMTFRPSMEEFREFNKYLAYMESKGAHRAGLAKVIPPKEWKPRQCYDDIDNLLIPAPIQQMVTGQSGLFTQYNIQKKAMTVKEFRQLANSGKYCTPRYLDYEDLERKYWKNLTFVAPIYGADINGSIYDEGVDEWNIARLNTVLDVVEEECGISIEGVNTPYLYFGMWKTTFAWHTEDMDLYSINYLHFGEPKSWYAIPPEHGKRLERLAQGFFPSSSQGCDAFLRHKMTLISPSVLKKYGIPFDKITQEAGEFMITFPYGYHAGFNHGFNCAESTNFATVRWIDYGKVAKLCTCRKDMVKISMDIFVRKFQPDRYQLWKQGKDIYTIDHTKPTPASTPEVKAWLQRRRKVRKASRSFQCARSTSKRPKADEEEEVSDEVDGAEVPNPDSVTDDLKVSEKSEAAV
MEP2 TOR yeast = modulators of TOR pathway MEP2-GFP in S. cerevisiae; AID 2016; S. cerevisiae MEP2-GFP strain, flow cytometry GFP, 3 h; 100% = DMSO control level; 0.51% of 330,000 active; GFP response vs DMSO, % at 10 µM;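 active means GFP response versus DMSO above a set limit, roughly screen mean plus 3 SD, cut at about 180% in these data; inconclusive means fewer than 70 cells counted for a yeast strain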;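 further: median GFP fluorescence of the barcode-gated MEP2-GFP cells per well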
AGP1-GFP MLPCN = alters AGP1-GFP fluorescence in TOR pathway yeast screen. S. cerevisiae AGP1-GFP multiplex flow cytometry, 3 h; GFP as percent of DMSO wells. 0.02% of 320,000 active. GFP response vs DMSO, % at 10 µM;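 active means GFP response relative to DMSO above a set limit, near screen average plus 3 SD, cut at about 150% in these data; inconclusive means fewer than 70 cells counted for the yeast strain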;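 further: median GFP channel fluorescence of the gated AGP1 strain per well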
CIT2 TOR yeast = modulators of TOR pathway CIT2-GFP in S. cerevisiae; AID 2029; 0.065% of 320,000 active; GFP response vs DMSO, % at 10 µM; S. cerevisiae CIT2-GFP strain, flow cytometry, 3 h; 100 means same as DMSO wells;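 active means GFP response relative to DMSO above a set limit, near the screen mean plus 3 SD, cut at about 150% in these data; inconclusive means Fewer than 70 cells measured for a yeast strain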;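 further: ratio of well median GFP fluorescence to mean of DMSO wells on the plate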
VLA-4 inh = inhibition in a human VLA-4 binding assay; inhibition, % (about 7 µM as worked out from the volumes in the protocol); VLA-4 expressing cells, ligand binding flow cytometry; 0.2% of 330,000 active; in the data active means inhibition above about 50%
GRK2 aptamer HTS = blocks RNA aptamer binding to human GRK2 | P25098 | bead flow cytometry, FAM-aptamer displacement from GRK2 | inhibition of aptamer binding, % at 10 µM | 0.59% of 330,000 active;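 active means inhibition of aptamer binding above 40%, roughly 3 SD of noise, on plates passing a quality check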;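 further: median bead fluorescence of bound FAM aptamer so fluorescent compounds give negative values; no value below 0 was filed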
Target sequence (P25098 whole entry, looked up): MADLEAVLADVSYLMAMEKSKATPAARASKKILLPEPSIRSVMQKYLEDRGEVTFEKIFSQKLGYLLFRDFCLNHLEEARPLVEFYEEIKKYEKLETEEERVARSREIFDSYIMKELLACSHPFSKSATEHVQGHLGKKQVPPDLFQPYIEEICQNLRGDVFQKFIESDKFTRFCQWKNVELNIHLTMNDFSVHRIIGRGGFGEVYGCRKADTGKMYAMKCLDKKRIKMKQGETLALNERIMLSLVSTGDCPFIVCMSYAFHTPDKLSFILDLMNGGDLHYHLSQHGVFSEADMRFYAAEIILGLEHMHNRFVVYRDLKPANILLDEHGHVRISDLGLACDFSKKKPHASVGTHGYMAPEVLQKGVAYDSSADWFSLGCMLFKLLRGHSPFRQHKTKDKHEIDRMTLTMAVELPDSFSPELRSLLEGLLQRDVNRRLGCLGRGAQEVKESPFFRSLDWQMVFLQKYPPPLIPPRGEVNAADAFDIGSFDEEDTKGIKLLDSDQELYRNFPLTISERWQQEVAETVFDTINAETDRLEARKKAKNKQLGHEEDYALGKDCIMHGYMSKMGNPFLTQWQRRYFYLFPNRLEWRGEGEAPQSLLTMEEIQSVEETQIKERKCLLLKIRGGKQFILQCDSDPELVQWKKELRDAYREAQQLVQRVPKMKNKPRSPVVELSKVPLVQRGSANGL
RPL19A TOR yeast = yeast TOR pathway RPL19A-GFP modulation. S. cerevisiae RPL19A-GFP strain, flow cytometry, 3 h; active compounds read low. percent response vs DMSO, % at 10 µM. 0.3% of 330,000 active. AID 2025;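 active means percent response vs DMSO below 50%; inconclusive means fewer than 70 events counted for the yeast strain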;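 further: median channel GFP fluorescence of the barcoded RPL19A-GFP strain; ratio of sample median GFP to plate DMSO average so 100% = DMSO; lower means less RPL19A-GFP as with rapamycin TOR inhibition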
The depositor's hits bear a star; i = inactive; ? = inconclusive; . = not tested or not shown; & = joins results of further samples; [ ] = dose if it differs, or a comment. Compounds as they come; any-hit rate near 1.7%.

SMILES | LAP4 TOR yeast | GASC-1 inh | MEP2 TOR yeast | AGP1-GFP MLPCN | CIT2 TOR yeast | VLA-4 inh | GRK2 aptamer HTS | RPL19A TOR yeast
CCOC(=O)c1noc(C)c1C(=O)Nc1cccc(F)c1 | 98 | . | 92 | 84 | 85 | 15 | 0 | 94
Cc1cccc(-c2nc(CS(=O)CC(=O)NC3CCCC(C)C3C)c(C)o2)c1 (centres undefined) | 92 | -14 | 93 | 88 | 81 | -1 | 1 | 90
Fc1ccccc1N1CCN(C2CCN(Cc3c[nH]c4ccccc34)CC2)CC1 | 96 | 46 | 98 | 103 | 96 | 22 | 1 | 95
COc1cc(C(c2nnnn2C(C)(C)C)N2CCN(C)CC2)cc(OC)c1OC (centres undefined) | 97 | 1 | 99 | 98 | 98 | 15 | 2 | 96
Cc1ccc(N2C(=O)NC(NC(=O)C3CC3)(C(F)(F)F)C2=O)cc1 (centres undefined) | 92[may fluoresce violet] | 1 | 150[may fluoresce violet] | 15[may fluoresce violet] | ? | -57 | 4 | 94[may fluoresce violet]
COc1ccc(N/C(=C/[N+](=O)[O-])SC)cc1 | 95 | 2 | 101 | 104 | 95 | -8 | 0 | 101
CN(C(=O)c1ccccc1Cl)c1ccccc1C(=O)NCc1ccccc1 | 102 | 8 | 105 | 94 | 97 | -7 | 0 | 106
CC1=C(C(N)=O)C(c2sccc2C)n2nnnc2N1 (centres undefined) | 105 | -1 | 106 | 106 | 103 | 9 | 0 | 100
O=C(NC1CCN(C(=O)Nc2ccccc2)CC1)C1CCCCC1 | 99 | 4 | 100 | 100 | 111 | -15 | 0 | 104
CCc1nnc(NC(=O)c2cccc(S(=O)(=O)N3CCc4ccccc43)c2)s1 | 106 | -6&0 | 104 | 102 | 103 | 0 | 1 | 100
CN(CC(=O)NCCN1CCN(Cc2ccccc2)CC1)S(=O)(=O)c1cccc2nsnc12 | 100 | -13 | 95 | 102 | 97 | 24 | 0 | 100
O=C(c1ccc(S(=O)(=O)N2CCOCC2)cc1)N(c1ccc(F)cc1)C1C=CS(=O)(=O)C1 (centres undefined) | 94 | i | 101 | 101 | 96 | 13 | 0 | 97
COc1ccc(N(CC(=O)Nc2cc(Cl)ccc2OC)S(=O)(=O)c2c(C)noc2C)cc1 | 107 | 10 | 103 | 106 | 104 | -6 | 0 | 101
COc1ccc2nc(NC(=O)Cn3cnc4c(=O)n(C)c(=O)n(C)c43)sc2c1 | 95 | -4 | 100 | 104 | 100 | 31 | 4 | 98
N#Cc1cc2c(=O)n3ccccc3nc2n(CCCn2ccnc2)c1=N | 103[may fluoresce violet] | -6 | 120[may fluoresce violet] | 79[may fluoresce violet] | ? | 0 | 0 | 99[may fluoresce violet]
Cc1ccc(C(c2nnnn2Cc2cccs2)N2CCN(Cc3ccc4c(c3)OCO4)CC2)cc1 (centres undefined) | 99 | -2 | 103 | 101 | 97 | 18 | 0 | 102
CCN(CC)c1ccc(C=C2C(=O)OC(c3ccccc3)OC2=O)cc1 (centres undefined) | 101 | -4 | 98 | 104 | 89 | 6 | 3 | 93
O=C(Nc1nnc(COc2ccccc2)s1)c1ccco1 | 102 | -28 | 105 | 93 | 96 | 6 | 1 | 98
CN1CCN(/N=C/c2ccc(-c3ccccc3)cc2)CC1 | 105 | 36 | 97 | 103 | 101 | 8 | 0 | 97
O=C(c1cccc(COc2ccc(Cl)cc2Cl)c1)N1CCN(c2ccccn2)CC1 | 162* | 20 | 101 | 89 | 87 | 6 | 6 | 91
Cc1ccc(N2C(=O)[C@@H]3C(c4cccnc4)=NO[C@@H]3C2=O)c(C)c1 | 107 | -11 | 97 | 114 | 98 | 24 | 0 | 105
O=C(O)c1ccc(NC(CSCc2cccc(F)c2)C(=O)O)c([N+](=O)[O-])c1 (centres undefined) | 97 | -2 | 102 | 107 | 97 | 2 | 0 | 100
CC(NC(=O)c1cc(-c2ccc(Br)cc2)on1)c1ccccc1 (centres undefined) | 91 | -8 | 101 | 99 | 89 | 0 | 0 | 95
O=C(O)c1ccc(C2SCC(=O)N2Cc2ccco2)cc1 (centres undefined) | 96 | 3 | 101 | 101 | 98 | 6 | 0 | 95
COc1ccccc1OCCn1c(=S)[nH]c2ccccc21 | 96 | 13 | 102 | 89 | 106 | 5 | 2 | 103
CCOC(=O)c1c(NC(=O)C2CC=CCC2C(=O)O)sc(C)c1CC (centres undefined) | 103 | -2 | 112 | 104 | 101 | 1 | 1 | 104
O=C(NCc1ccccc1)C1=C[C@H](C2CCCCC2)C[C@H](OCc2ccc(CO)cc2)O1 | 130 | -2 | 99 | 83 | 67 | 25 | 1 | 96
COc1ccc(OC)c(NC(=O)C2CC(C)=C(C)CC2C(=O)O)c1 (centres undefined) | 88 | 0 | 98 | 98 | 94 | 3 | 1 | 93
COc1cccc2sc(N(C)c3ccccc3)nc12 | 103 | 5 | 99 | 96 | 91 | 10 | 0 | 100
O=C1CCCN1CCC(=O)N1CCCC(Nc2ccc(F)cc2)C1 (centres undefined) | 100 | -6 | 99 | 99 | 95 | 6 | 0 | 97
Cn1c(=O)cc(N2CCN(C(=O)c3ccco3)CC2)[nH]c1=O | 121 | -6 | 116 | 97 | 95 | -1 | 2 | 104
COC(=O)c1ccc(NC(=O)C(=O)c2c[nH]c3ccccc23)cc1 | 93 | 2 | 110 | 89 | 101 | 6 | 4 | 101
COc1ccc(CNC(=S)NCc2ccc(F)cc2)cc1OC | 99 | 14 | 94 | 100 | 96 | 16 | 2 | 101
O=C(/C=C/c1ccccc1Cl)c1cccnc1 | 88 | 4 | 92 | 88 | 86 | 2 | 2 | 92
CCc1cccc(NC(=O)CN(C)S(=O)(=O)c2cccc3cccnc23)c1 | 105 | 24 | 103 | 109 | 105 | 1 | 1 | 103
Cn1cccc/c1=N\c1cccc[n+]1C | 91 | 20 | 90 | 94 | 82 | -2 | 1 | 92
N#Cc1cc2c(cc1NC(=O)CCn1cnnn1)OCO2 | 99 | -6 | 103 | 100 | 103 | 4 | 0 | 103
Oc1cccc(NC(=S)Nc2ccc(SC(F)F)cc2)c1 | 96 | -9 | 98 | 95 | 96 | 24 | 0 | 98
CCOC(=O)N1CCN(C(=O)CSc2nnc(-c3cc(OC)cc(OC)c3)o2)CC1 | 97 | 29 | 96 | 92 | 94 | -11 | 2 | 96
COc1cccc(N2CCN(S(=O)(=O)c3ccc(-c4cnc(C5CC5)o4)cc3)CC2)c1 | 93 | 10 | 97 | 99 | 101 | 12 | 4 | 97
O=C(OCc1c(-c2ccccc2)ncc2ccccc12)c1cccs1 | 123 | 0 | 101 | 91 | 77 | -3 | 0 | 97
NNC(=O)Cn1c(SCc2ccccc2)nc2ccccc21 | 102 | 106 | 97 | 103 | 104 | -1 | 0 | .
O=S(=O)(NCCN1CCOCC1)c1ccc2c(c1)OCCO2 | 99 | -12 | 104 | 107 | 106 | -3 | 0 | 102
Cc1ccc(SCC(=O)NC(=O)NCc2ccco2)c(C)c1 | 94 | 3 | 98 | 100 | 99 | 0 | 0 | 99
CC(O)CNc1nc2c(c(=O)n(Cc3ccc(Cl)c(Cl)c3)c(=O)n2C)n1C (centres undefined) | 104 | -36 | 111 | 106 | 107 | -10 | 3 | 104
Cc1cc(C(=O)NC2CCCc3c2cnn3-c2ccc(C)c(C)c2)nc(C)n1 (centres undefined) | 100 | 3 | 106 | 102 | 102 | 3 | 2 | 103
CC(=O)O[C@H]1CC[C@]2(C)[C@H]3CC=C4[C@@H]5[C@@H](C)[C@H](C)CC[C@]5(C(=O)O)CC[C@@]4(C)[C@]3(C)CC[C@H]2C1(C)C | 125 | 32 | 98 | 93 | 116 | 25 | 7 | 105
CCCC(C(=O)NC1CCCCC1)N(Cc1ccco1)C(=O)CNS(=O)(=O)c1ccccc1 (centres undefined) | 108 | 4 | 102 | 109 | 112 | 18 | 0 | 100
CCOc1ccc(C(=O)NCC(c2cccs2)N(C)C)cc1OCC (centres undefined) | 115 | -3 | 108 | 111 | 105 | 10 | 0 | 111
O=C(CCN1CCOCC1)Nc1c(-c2ccccc2)c2cc(Br)ccc2[nH]c1=O | 98 | 57&10 | 93 | 94 | 88 | 0 | 8 | 97

Given with the structure last: part of the list above
LAP4 TOR yeast | GASC-1 inh | MEP2 TOR yeast | AGP1-GFP MLPCN | CIT2 TOR yeast | VLA-4 inh | GRK2 aptamer HTS | RPL19A TOR yeast | molecule
99 | -12 | 104 | 107 | 106 | -3 | 0 | 102 | O=S(=O)(NCCN1CCOCC1)c1ccc2c(c1)OCCO2
94 | 3 | 98 | 100 | 99 | 0 | 0 | 99 | Cc1ccc(SCC(=O)NC(=O)NCc2ccco2)c(C)c1
104 | -36 | 111 | 106 | 107 | -10 | 3 | 104 | CC(O)CNc1nc2c(c(=O)n(Cc3ccc(Cl)c(Cl)c3)c(=O)n2C)n1C (centres undefined)

Going on with the list:
SMILES | LAP4 TOR yeast | GASC-1 inh | MEP2 TOR yeast | AGP1-GFP MLPCN | CIT2 TOR yeast | VLA-4 inh | GRK2 aptamer HTS | RPL19A TOR yeast
O=C(CCCOc1ccc(Cl)cc1Cl)NCCc1ccccn1 | 98 | -26 | 86 | 97 | 95 | 12 | 0 | 91
Cc1cc(-c2ccccc2)nc(SCc2ccc(C(=O)O)cc2)n1 | 101 | 4 | 103 | 86 | 94 | -3 | 2 | 98
COc1cccc(N(C(=O)Cn2nnc(-c3ccc(C)o3)n2)C(C(=O)NC(C)(C)C)c2cccs2)c1 (centres undefined) | 105 | 123 | 106 | 103 | 103 | 0 | 1 | 105
CN(C(=O)COC(=O)c1ccccc1NCc1ccco1)c1c(N)n(Cc2ccccc2)c(=O)[nH]c1=O | 102 | 1 | 98 | 99 | 85 | 25 | 3 | 93
COC(=O)c1ccc2c(=O)n(CC3CCCO3)c(SCC(=O)Nc3ccccc3OC)nc2c1 (centres undefined) | 96 | 1 | 90 | 84 | 99 | -9 | 1 | 101
Cc1cc(C(=O)COc2cccnc2[N+](=O)[O-])c(C)n1Cc1ccco1 | 96 | 4 | 87 | 98 | 96 | -5 | 0 | 91
Cc1nn(CC(=O)NCCCN2CCCC2=O)c(C)c1[N+](=O)[O-] | 90 | -3 | 92 | 96 | 108 | 6 | 0 | 101
CC(NC(=O)c1ccccc1NC(=O)c1ccccc1)C(=O)N1CCOCC1 (centres undefined) | 92 | -3 | 92 | 94 | 87 | -3 | 0 | 99
CCC/C(=N\NC(=O)c1ccccc1C)c1ccccc1 | 101 | -9 | 124 | 103 | 116 | -8 | 0 | 112
COc1cc(CNCCc2c[nH]c3ccccc23)ccc1OCc1ccccc1F | 98 | 2 | 96 | 104 | 100 | 38 | 0 | 99
Cn1c(SCC(=O)N2CCCc3ccccc32)nnc1-c1c[nH]c2ccccc12 | 88 | -22 | 92 | 88 | 86 | 3 | 0 | 88
CC1CCc2c(sc3nc(CN4CCOCC4)nc(Sc4ccccc4)c23)C1 (centres undefined) | 97 | 0 | 89 | 92 | 84 | -9 | 3 | 96
O=C(Nc1ccc2c3c(cccc13)CC2)c1ccc(Br)o1 | 95 | -14 | 97 | 97 | 91 | -17 | 0 | 94
CCCCn1c(N)c(N(CCOC)C(=O)COC(=O)C(C)(C)Oc2ccc(Cl)cc2)c(=O)[nH]c1=O | 99 | -16 | 92 | 102 | 104 | -5 | 1 | 97
O=C(NNS(=O)(=O)c1ccccc1)c1csc(-c2cccnc2)n1 | 107 | 7 | 107 | 102 | 105 | -8 | 1 | 102
C/C(=N/NC(=O)CNC(=O)Cc1ccccc1)c1ccco1 | 89 | -18 | 105 | 100 | 111 | -3 | 1 | 103
